# GFP derepression = qHTS Assay for Epigenetic Modulators | mouse C127i GFP locus derepression, cytometry, 30 h | Potency, µM (highest dose often 46.1 µM), for inactives: at the highest dose GFP derepression (activation) | 0.09% of 68,000 active | AID 597, 2007; also: % of control where 0% means no effect
#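 Locus derepression in mouse mammary C127i cells whose integrated CMV-GFP reporter is normally silent; GFP expression after 30 h compound treatment was quantified by counting fluorescent cells.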
# 15-hLO inh = qHTS Assay for Inhibitors of 15-hLO (15-human lipoxygenase) | Potency, µM (doses to about 57.1 µM), without a hit: top-dose activity change, negative = inhibition, hits mostly inhibitors | purified 15hLO-1, xylenol orange hydroperoxide absorbance | AID 887, 2007 | 1.4% of 74,000 active; also: potency is read from the fitted curve at half-maximal effect; % is scaled to controls: 0 for no effect and ±100 for the full control effect; nearly all actives have a fitted effect of over 55% in size
# Target sequence (P16050 whole entry, looked up): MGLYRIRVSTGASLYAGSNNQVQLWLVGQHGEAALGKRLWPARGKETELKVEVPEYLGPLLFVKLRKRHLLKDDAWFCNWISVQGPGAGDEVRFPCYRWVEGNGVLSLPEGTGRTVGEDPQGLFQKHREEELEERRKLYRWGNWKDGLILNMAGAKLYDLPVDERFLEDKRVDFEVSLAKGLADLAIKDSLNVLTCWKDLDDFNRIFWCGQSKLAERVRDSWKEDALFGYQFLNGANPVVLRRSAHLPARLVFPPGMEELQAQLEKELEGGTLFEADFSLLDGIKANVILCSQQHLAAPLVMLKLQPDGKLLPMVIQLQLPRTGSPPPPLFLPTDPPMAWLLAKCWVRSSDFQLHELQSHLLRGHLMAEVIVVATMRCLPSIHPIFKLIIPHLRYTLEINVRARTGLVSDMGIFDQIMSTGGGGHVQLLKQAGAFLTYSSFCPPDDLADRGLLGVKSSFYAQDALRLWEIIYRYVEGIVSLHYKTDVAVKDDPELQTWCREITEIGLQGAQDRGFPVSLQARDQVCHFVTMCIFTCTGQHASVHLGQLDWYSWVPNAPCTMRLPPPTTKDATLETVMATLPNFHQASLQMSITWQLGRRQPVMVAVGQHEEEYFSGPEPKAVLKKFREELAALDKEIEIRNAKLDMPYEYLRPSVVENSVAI
#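 Readout: Fe(III)-xylenol orange absorbance, 573-to-405 nm ratio as reaction progress. Enzyme 40 nM purified human 15hLO-1, substrate 50 uM arachidonic acid, 6 min RT after 15 min compound preincubation; Hepes pH 7.5 buffer with Triton X-100.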
# CRE Fsk mod = Cell signaling CRE-BLA (Fsk stim). CHO CRE-bla reporter (cAMP response element driving beta-lactamase), forskolin EC10, beta-lactamase ratio. 2.5% of 71,000 active. Potency, µM (highest dose often 38.2 µM), without a hit: at the highest dose activity change, negative = inhibition, usual class: activators; active = well fitted activation curve with a large enough effect in the signal ratio, with a control signal flat, not every such curve was filed as active; inconclusive = small, poorly fitted or top-dose-only effect, or effect the other way, or a change in a side signal; the % refers to the signal ratio; also: potency is read from the fitted curve at half-maximal effect; % of control where 0% means no effect
#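 qHTS titration format; CRE-bla CHO reporter; stimulus EC10 NKH 477, a water-soluble forskolin. Read: CCF4 460/530 nm ratio. Potency expressed as AC50 for activators or inhibitors.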
# HADH2 inh = qHTS Assay for Inhibitors of HADH2 (Hydroxyacyl-Coenzyme A Dehydrogenase, Type II); recombinant HADH2, NADH fluorescence, beta-hydroxybutyryl-CoA; Potency, µM (doses to about 57.1 µM), without a hit: at the top dose activity change, negative = inhibition, actives largely listed as inhibitors; 3.4% of 73,000 active; AID 886, 2007; also: potency is read from the fitted curve at half-maximal effect; % is scaled to controls: 0 for no effect and ±100 for the full control effect; nearly all actives have a fitted effect of over 60% in size; many of its hits are not listed in these tables
# Target sequence (Q99714 whole entry, looked up, one chain of several): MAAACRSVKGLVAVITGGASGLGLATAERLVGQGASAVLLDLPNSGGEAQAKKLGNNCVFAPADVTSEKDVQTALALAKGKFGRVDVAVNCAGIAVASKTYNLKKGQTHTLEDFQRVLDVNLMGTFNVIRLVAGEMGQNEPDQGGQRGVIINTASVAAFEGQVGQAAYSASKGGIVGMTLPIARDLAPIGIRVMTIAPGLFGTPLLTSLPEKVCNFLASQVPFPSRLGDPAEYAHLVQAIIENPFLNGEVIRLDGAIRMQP
#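 Read-out: 360 nm excitation, 450 nm emission, kinetic over 4 min. Conditions: His-tagged human HADH2 20 nM, pH 9.0 Tris with Tween-20, 1 mM NAD+, 90 uM beta-hydroxybutyryl-CoA.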
# BRCT inh green = qHTS Assay for Inhibitors of BRCT-Phosphoprotein Interaction (Green Fluorophore) | AID 875, 2007 | Potency, µM (top dose mostly 76.9 µM), inactives show at the highest dose activity change, negative = inhibition, most hits filed as inhibitors | BRCA1 BRCT-phosphopeptide binding, green fluorescence polarization | Breast cancer type 1 susceptibility protein (Homo sapiens), P38398 | 0.05% of 75,000 active;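 also: potency is read from the fitted curve at half-maximal effect; plate controls were peptide without protein for full effect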
#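 Fluorescence polarization: His-tagged BRCT (~35 kDa BRCA1 C-terminus, 250 nM) bound to 100 nM fluorescein-labeled phosphorylated 10-aa BACH1 peptide, pH 7.3 phosphate buffer with DTT and Tween 20. Compounds incubated 12 min at room temperature; inhibition read as lowered polarization.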
# DNA Pol III inh = qHTS Assay for Inhibitors of DNA Polymerase III Holoenzyme System | reconstituted DNA polymerase III holoenzyme replication, biochemical | Potency, µM (top dose mostly 57.1 µM), for the others: top-dose activity change, negative = inhibition | 0.25% of 71,000 active | AID 603, 2007; also: potency is read from the fitted curve at half-maximal effect; % is scaled to controls: 0 for no effect and ±100 for the full control effect
#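 Reconstituted *E. coli* holoenzyme (0.35 nM Pol III, 1 nM beta, 154 nM SSB, 2 nM primase) was preincubated with compound for 15 min at RT. Synthesis on 1.4 nM ssM13Gori ran 35 min, then was stopped with PicoGreen/EDTA and read as dsDNA fluorescence.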
# BRCT PPI red = qHTS Assay for Inhibitors of BRCT-Phosphoprotein Interaction (Red Fluorophore); BRCT-phosphopeptide binding, red fluorescence polarization; Potency, µM (series often up to 76.9 µM), for inactives: top-dose activity change, negative = inhibition, actives largely listed as inhibitors; 0.03% of 75,000 active; AID 892, 2007; also: % is scaled to controls: 0 for no effect and ±100 for the full control effect
#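 Fluorescence polarization: 100 nM His-tagged BRCA1 BRCT with 100 nM TAMRA-labelled phospho-BACH1 decapeptide, phosphate buffer pH 7.3 with 150 mM NaCl, DTT, 0.01% Tween 20; 12 min RT. Binding inhibition seen as FP decrease.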
# Hsp90 Hop PPI = qHTS Assay for Disrupters of an Hsp90 Co-Chaperone Interaction | Hsp90 C-terminal peptide / TPR2A (Hop) interaction, human | AlphaScreen TPR2A-His6 binding biotin-Hsp90 C-terminal peptide | Potency, µM (doses to about 57 µM), for inactives: at the top dose activity change, negative = inhibition | 0.44% of 71,000 active; active = well fitted curve in either direction with a large enough effect; inconclusive = small, poorly fitted or top-dose-only effect, or another doubt; also: potency is read from the fitted curve at half-maximal effect; % is scaled to controls: 0 for no effect and ±100 for the full control effect; many of its hits are not listed in these tables
# UbGFP stabilizer = Ubiquitin-GFP Assay | Ubiquitin-GFP reporter cells, proteasome inhibition, GFP fluorescence; response scale: untreated = 0%, 10 µM MG-132 = 100% | Potency, µM (doses to about 45.9 µM), for the others: at the highest dose activation (GFP accumulation), hits mostly activators | 67,000 tested, under 10 active | AID 526, 2006; active = well fitted activation curve with a large enough effect, not every such curve was filed as active; inconclusive = small, poorly fitted or top-dose-only effect, or another doubt; inactive = no such curve, though single readings can be large or run the other way; also: potency is read from the fitted curve at half-maximal effect
#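 U2OS cells stably expressing ubiquitin(G76V)-GFP, seeded overnight in 0.5% FBS medium, were exposed to compounds (qHTS, 46 uM to 2.9 nM) for 4 hr at 37 °C. GFP-positive cells were counted by laser cytometry (488 ex/515 em), normalized between basal and 10 uM MG-132.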
# HBB splicing = qHTS Assay for Modulators of Hemoglobin Beta Chain Splicing | HBB splicing reporter cell assay, activation; EGFP reporter with mutant IVS2-654 intron; response scale: normalised to 500 nM splice-correcting PNA | Potency, µM (doses to about 46.1 µM), inactives show at the highest dose activation, most hits filed as activators | 0.06% of 65,000 active | AID 925, 2007; also: potency is read from the fitted curve at half-maximal effect; 0% is about no effect
#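 Compounds were applied for 2 days to HeLa EGFP-654 cells, 500/well in Optimem with 2% FCS. The reporter's EGFP is disrupted by mis-splicing of beta-globin intron IVS2-654. Readout: summed well GFP fluorescence from 488 nm laser scanning; reference was 500 nM antisense […] 654 PNA.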
# USP2a inh = qHTS Assay for Inhibitors of Ubiquitin-specific Protease USP2a; 0.1% of 60,000 active; USP2a enzymatic assay, qHTS inhibition; Ubiquitin carboxyl-terminal hydrolase 2 (Homo sapiens), O75604; Potency, µM (doses to about 38.3 µM), for the others: at the top dose activity change, negative = inhibition, actives largely listed as inhibitors;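 also: potency is read from the fitted curve at half-maximal effect; nearly all actives have a fitted effect of over 60% in size; plate controls were DMSO for no effect and NEM full inhibition control for full effect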
#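 USP2 core (20nM final) preincubated 30 min RT with compound, then Ub-PLA2 20nM and NBD C6-HPC 20uM final added; buffer 20mM Tris-HCl pH 8.0, 2mM CaCl2. Fluorescence Ex 460/Em 535 read at 0 and 2.5 h; normalized to NEM.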
# The depositor's hits bear a star; ? = inconclusive; nt = not tested or not shown; [ ] = dose if it differs, or a comment. Unless noted, calls follow the shape of the dose curve; as a rule, active = well fitted curve in the direction sought with a large enough effect; inconclusive = small, poorly fitted or top-dose-only effect, or another doubt; inactive = no such curve, though single readings can be large; an effect the other way counts as inactive or inconclusive. These rows are one share of the data (hit frequency here may not be typical).
SMILES,GFP derepression,15-hLO inh,CRE Fsk mod,HADH2 inh,BRCT inh green,DNA Pol III inh,BRCT PPI red,Hsp90 Hop PPI,UbGFP stabilizer,HBB splicing,USP2a inh
Cc1nn(C)c(C)c1CNC(=O)c1cnn2c1NC(c1ccccc1)CC2C(F)(F)F (configuration not stated),0%,2%,-5%,-2%,-0.4%,0%,0.0%,-6%,0%,nt,24%
CCOc1ccc(N(CC(=O)Nc2cccc(Cl)c2)S(=O)(=O)c2c(C)noc2C)cc1,5%,-14%,?,1%,0.7%,-3%,0.2%,20%,-10%,-0.9%,nt
CC1(C)CC(=O)C=C(N2CCN(C3=CC(=O)CC(C)(C)C3)CC2)C1,1%,-9%,-4%,3%,-0.6%,-4%,-1.3%,1%,-1%,-4.9%,-4%
CCOC(=O)C1C(=O)NC(SC)=C(C#N)C1c1ccccc1F (configuration not stated),0%,?,0%,1%,-0.5%,-1%,0.0%,3%,-1%,0.7%[9.22 µM],5%
O=C1c2ccccc2C(=O)N1CSc1nnnn1-c1ccccc1,-2%,-1%,17%,-5%,0.1%,-2%,1.7%,1%,-3%,0.6%[9.22 µM],-7%
COc1cccc(N2C(=O)C3C(C2=O)C2C=CC3C23CC3)c1 (configuration not stated),0%,16%,?,12%,-1.2%,2%,-0.1%,0%,5%,0.2%[57.5 µM],nt
c1csc(CNc2nc3ccccc3n2CCN2CCOCC2)c1,-1%,9%,2%,0%,-0.6%,16%,0.5%,0%,0%,-0.2%[57.5 µM],nt
COc1ccc(Cl)cc1NC(=O)CSc1nnc(COc2ccccc2)n1C,1%,-2%,-3%,23%,0.7%,-5%,0.3%,9%,-5%,-0.3%[57.5 µM],18%
Cc1cccc2sc(NC(=O)CNS(=O)(=O)c3ccc(Br)s3)nc12,1%,-9%,?,2%,-1.0%,2%,-1.2%,3%,0%,0.3%,12%
Cc1cccc(NC(=O)Cn2c(=O)n(Cc3ccco3)c(=N)c3c4c(sc32)COC(C)(C)C4)c1,2%,-6%,19%,15%,13%,-1%,2.5%,-14%,6%,3.2%[1.84 µM],46%[activator]
COC(=O)c1ccc(NC(=O)CN2C(=O)CSC2=O)cc1,1%,7%,-4%,-14%,-1.6%,-3%,-0.7%,-2%,-3%,0.1%[57.5 µM],0%
O=C(CSc1nc(-c2ccc(F)cc2)cc(C(F)(F)F)n1)NCCN1CCOCC1,2%,-1%,1%,0%,-2.7%,-2%,-0.3%,-4%,-5%,-0.2%,22%
CC(=O)OCC1C2CC[C@H]3C(OCc4ccc(F)cc4C(F)(F)F)OC[C@]4(C)[C@H]3C2=C(CN4C(=O)OC(C)(C)C)[C@H](C)C1COC(C)=O (some centres not stated),nt,nt,-1%,25%,-1.3%,-21%,-0.7%,-3%,nt,-0.2%,nt
Cn1c(SCC(=O)c2ccc3c(c2)OCO3)nnc1-c1ccccn1,0%,-2%,-10%,4%,-0.3%,-2%,0.9%,-3%,-5%,-1.4%,18%
COc1cccc2cc(C(C)N(CCCN3CCOCC3)C(=O)Nc3ccc(Cl)cc3)oc12 (configuration not stated),2%,-12%,?,-3%,-1.9%,-1%,-0.3%,0%,-2%,-2.3%,45%[activator]
COc1ccc(-c2nnc(SCC(=O)N(Cc3ccccc3)C(C)(C)C)o2)cc1OC,1%,-6%,8%,1%,-0.7%,-3%,0.0%,-8%,4%,nt,27%
O=C(C1CCC(=O)N1C1CCCCC1)N1CCN(c2ccc(F)cc2)CC1 (configuration not stated),-1%,5%,-25%,11%,0.7%,0%,-0.5%,0%,1%,0.1%,4%
CSCCC(NC(=O)c1cncc(Br)c1)C(=O)O (configuration not stated),0%,?,-1%,-5%,-1.9%,5%,-1.8%,?,-10%,-1.7%,44%[activator]
CCCOc1ccc(C(=O)NCc2ccco2)cc1,0%,5%,-6%,4%,-0.8%,2%,-0.1%,-4%,-2%,-2.1%,7%
O=C(CCSc1nnnn1-c1ccccc1)N1CCOCC1,-1%,0%,-15%,7%,-1.3%,-3%,0.1%,0%,-8%,0.4%,-1%
COc1ccc2c(c1)CCc1c(C(=O)NCc3ccc(F)cc3)noc1-2,nt,-3%,4%,47%[activator],-2.2%,-2%,-1.6%,-3%[2.3 µM],3%,0.5%,nt
O=C(c1ccccc1)N1CC(COc2ccccc2)OC(c2ccco2)O1 (configuration not stated),-2%,-6%,-12%,-2%,1.4%,3%,0.9%,-10%,-4%,-0.1%,15%
COc1cc2c(=O)n(Cc3ccccc3)c(=O)n(CC(=O)NCc3ccco3)c2cc1OC,3%,-9%,-13%,-7%,0.7%,-5%,1.0%,-2%,-15%,0.5%,-3%
CCOc1ccc(C2CC(c3ccc(OC)cc3)n3ncnc3N2)cc1 (configuration not stated),nt,24%,-1%,18%,-2.9%,-4%,-0.8%,-2%[2.3 µM],-13%,0.0%,nt
Cc1cc(C)cc(C(=O)n2cnnc2N)c1,0%,11%,?,-20%,0.7%,-8%,1.4%,-4%,1%,0.5%,4%
# (listing goes on)
SMILES,GFP derepression,15-hLO inh,CRE Fsk mod,HADH2 inh,BRCT inh green,DNA Pol III inh,BRCT PPI red,Hsp90 Hop PPI,UbGFP stabilizer,HBB splicing,USP2a inh
CC(C)(C)P(=O)(CO)c1ccccc1 (configuration not stated),-2%,13%,0%,9%,-2.7%,2%,1.3%,-3%,?,-0.6%[9.22 µM],-1%
Cc1cc(N2C(=O)CC(N3CCN(c4ccc(C(=O)c5cccs5)cc4)CC3)C2=O)no1 (configuration not stated),-3%,9%,-11%,-17%,0.4%,3%,0.0%,-7%,0%,0.7%,44%[activator]
O=C(c1ccc(S(=O)(=O)N2CCOCC2)cc1)N(Cc1ccco1)Cc1cccs1,-1%,5%,2%,7%,-1.1%,-8%,-1.0%,-7%,4%,-0.3%,5%
COc1ccc(Cl)cc1N(CC(=O)Nc1ccc2c(c1)OCCO2)S(C)(=O)=O,0%,-16%,-9%,12%,-0.7%,5%,-0.7%,?,3%,-1.1%,19%
CC(=O)Nc1ccc(S(=O)(=O)N2CCN(C(=O)CCC3CCCC3)CC2)cc1,-2%,3%[11.4 µM],?,-2%[11.4 µM],-1.6%,1%[11.4 µM],0.3%,-4%[11 µM],5%[9.17 µM],-0.2%[0.0738 µM],16%[7.66 µM]
CCOC(=O)C1=C(C)NC(=O)NC1c1ccc(Cl)cc1Cl (configuration not stated),2%,-11%,1%,10%,1.7%,2%,0.1%,-6%,5%,-2.0%,2%
CC(C)(C)c1ccc(OC2C=CC(C#Cc3ccccc3)OC2CO)cc1 (configuration not stated),nt,-12%[11.4 µM],nt,3%[11.4 µM],0.7%[15.4 µM],nt,-0.3%[15.4 µM],nt,nt,-0.1%[9.22 µM],nt
CCOc1ccc(C2C(=O)N(C3CCCCC3)CC(=O)N2CC2CCCO2)cc1OC (configuration not stated),10%,10%,18%,10%,3.5%,-10%,2.5%,-4%,3%,0.9%,1%
O=C1CCCN1CN(C(=O)c1ccccc1)c1ccc(F)cc1,0%,4%,?,2%,-1.9%,0%,-1.7%,1%,11%,-0.4%,3%
CN(C)S(=O)(=O)c1cccc(C(=O)N(Cc2ccc(F)cc2)Cc2ccco2)c1,-2%,1%,?,15%,-0.4%,4%,-1.5%,-3%,?,-0.8%,9%
